Screening data (PubChem BioAssay)
BB579 growth dn: reduces growth of yeast BB579 in restrictive medium; S. cerevisiae BB579 growth, OD615, 48 h; inhibition, % at 10 µM; actives 0.51% (n = 140,000);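 active = inhibition above a set limit, 3 SD over the mean compound inhibition, cut at about 44% in these data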; note: inactives centre near -24
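Assay system: S. cerevisiae DeaD strain BB579 yeast. Medium: CSMM-D restrictive synthetic medium containing dextrose (glucose). Times: 4 h cell preincubation, 48 h compound exposure, 30 °C humidified. Signal: OD615 turbidity measurement. Benchmarks: positive control amphotericin B 10 µg/mL.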
NPY-Y2 antag: antagonists of human neuropeptide Y receptor Y2; actives 0.99% (n = 140,000); P49146; AID 793; NPY-Y2 expressing cells, antagonist mode; inhibition, % at 2.7 µM; in the data active = inhibition above about 17%;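 note: 0% = vehicle with agonist challenge and 100% = reference antagonist with challenge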
Target sequence (P49146 whole entry, looked up): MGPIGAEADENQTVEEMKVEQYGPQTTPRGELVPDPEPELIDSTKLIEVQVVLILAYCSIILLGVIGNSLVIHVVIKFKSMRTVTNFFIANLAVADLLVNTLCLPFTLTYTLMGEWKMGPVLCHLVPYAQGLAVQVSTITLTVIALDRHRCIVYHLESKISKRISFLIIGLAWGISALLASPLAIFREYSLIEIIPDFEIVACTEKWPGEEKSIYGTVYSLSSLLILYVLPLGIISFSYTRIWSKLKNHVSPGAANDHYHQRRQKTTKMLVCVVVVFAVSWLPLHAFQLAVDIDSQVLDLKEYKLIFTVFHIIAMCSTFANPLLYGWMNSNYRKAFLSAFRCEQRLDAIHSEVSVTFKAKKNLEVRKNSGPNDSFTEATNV
MRP-1 activ: MRP-1 activation; H69AR cells + doxorubicin, viability rescue, CellTiter-Glo; actives 0.61% (n = 140,000); viability increase, % at 10 µM; AID 799;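 active = viability gain under doxorubicin at or above a set limit, the compound median plus 3 SD, cut at about 4.7% in these data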;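 note: MRP-1 overexpressing cells given doxorubicin 25 µM after compound pretreatment; 18-22 h compound pretreatment then 72 h with doxorubicin before readout; 0% = doxorubicin-only wells and 100% = vehicle-treated cells without doxorubicin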
E-sel TNF inh: blocks E-selectin expression induced by TNF alpha; HUVEC TNFa-induced E-selectin immunofluorescence, high content; inhibition, % at 2 µM; actives 0.71% (n = 120,000);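 active = inhibition above the batch mean plus 3 SD, and confirmed as a hit on visual image review, cut at about 43% in these data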;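 note: 0% = TNF-stimulated DMSO wells and 100% = unstimulated control wells; not every result past the cut was called active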
GALR2 antag: antagonists of human galanin receptor 2 (GALR2). GALR2-expressing cells, antagonist mode. inhibition, % at 4 µM. actives 0.39% (n = 140,000); in the data active = inhibition above about 27%;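 note: cells stimulated with galanin 1-16 at roughly its EC80; 0% = agonist challenge control and 100% = basal control without agonist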
Target sequence (O43603 whole entry, looked up): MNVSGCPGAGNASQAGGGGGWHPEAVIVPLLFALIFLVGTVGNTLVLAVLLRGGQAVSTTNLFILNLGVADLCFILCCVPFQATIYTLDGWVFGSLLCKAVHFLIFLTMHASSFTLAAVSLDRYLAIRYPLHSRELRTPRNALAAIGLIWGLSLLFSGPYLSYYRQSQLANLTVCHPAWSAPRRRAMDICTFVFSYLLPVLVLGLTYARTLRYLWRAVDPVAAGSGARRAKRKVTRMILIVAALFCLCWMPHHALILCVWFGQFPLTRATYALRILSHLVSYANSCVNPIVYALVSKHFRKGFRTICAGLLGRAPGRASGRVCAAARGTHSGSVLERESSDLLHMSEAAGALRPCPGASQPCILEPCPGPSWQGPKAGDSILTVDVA
Yeast life ext: extends the lifespan of yeast; inhibition of the nicotinamide effect, % at 10 µM; AID 775; S. cerevisiae growth with nicotinamide, OD615; deaD strain in restrictive glucose medium; actives 0.68% (n = 130,000);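 active = inhibition above a set limit, placed 3 SD over the median of all compounds, cut at about 26% in these data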;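 note: 0% = nicotinamide-treated wells and 100% = cells grown without nicotinamide; some compounds called inactive have numbers as strong as hits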
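Assay system: engineered S. cerevisiae DeaD replicative-lifespan strain, galactose-grown log-phase cells; Buffer or medium: CSMM-D glucose medium, restrictive; Probe or stimulus: nicotinamide 1.5 mM; Compound: single dose 10 µM compound, 0.25% DMSO; Schedule: 4 h preincubation then 48 h treatment at 30 °C; Technique: OD615 measurement.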
HCT116 bCat-KO: beta-catenin-lacking colon tumor cell growth suppression. HCT116 beta-catenin knockout viability, CellTiter-Glo, 60 h; hits give low values. viability, % at 10 µM. actives 1.5% (n = 140,000). AID 818;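 active = viability at or under a set limit, the compound median less 4 SD, cut at about 6% in these data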;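 note: 0% = Hyamine 1622 control at 20 µM and 100% = untreated cell control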
Phagocyt inh: macrophage phagocytosis inhibition; J774A.1 macrophage IgG-bead phagocytosis, imaging; inhibition, % at 5 µM; actives 0.07% (n = 110,000);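 active = inhibition above the mean of the plate negative controls plus 5 SD, cut at about 13% in these data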;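 note: phagocytic index as fraction of beads internalized from green versus red external bead signal; plate controls were DMSO negative control for no effect and cytochalasin-D positive control for full effect; some results beyond the cut were filed as inactive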
HCT116 PTEN-null: suppresses growth of cells with PTEN deletion | HCT116 PTEN-null viability, CellTiter-Glo, 60 h; hits give low values | viability, % at 10 µM | actives 1.2% (n = 140,000) | AID 827;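 active = viability at or below a set limit, 4 SD under the median of all tested compounds, cut at about 3.7% in these data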;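 note: PTEN knockout HCT116 line with beta catenin targeted HCT116 as companion control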
Measles CPE: protection of cells from measles virus; Measles virus-infected cells, CPE protection, absorbance; protection (pct of control), % at 4 µM; actives 1.5% (n = 140,000); AID 841; in the data active = protection mostly above about 24%, no sharp cut-off; inactive = mostly below about 26%; note: some compounds called inactive have numbers as strong as hits
* hit, by the source's call; x = not tested or not shown. Random draw from the library; any-hit rate near 6.1%.

mol | BB579 growth dn | NPY-Y2 antag | MRP-1 activ | E-sel TNF inh | GALR2 antag | Yeast life ext | HCT116 bCat-KO | Phagocyt inh | HCT116 PTEN-null | Measles CPE
Cc1ccc(NC(=O)c2c(-c3c(F)cccc3Cl)noc2C)cc1F | -29 | -1 | 0.1 | -89 | 7 | -8 | 91 | 0 | 82 | 7
O=c1c2sccc2n(Cc2cc(=O)n3ccccc3n2)c(=O)n1-c1ccccc1 | -11 | -1 | -1.0 | -14 | 7 | -1 | 100 | -8 | 107 | 10
CSc1nc2n(n1)C(c1cc(Br)ccc1F)C(C(=O)N(C)C)=C(C)N2 (centres undefined) | -4 | -1 | -1.9 | 6 | 2 | 27 | 95 | -2 | 94 | 3
O=C(NCCc1ccccc1)c1ccnc(/C=N/O)c1 | -55 | 0 | -0.5 | x | 5 | -6 | 99 | 0 | 104 | 16
CCCC/C(C)=N\NC(=O)CNS(=O)(=O)c1ccc([N+](=O)[O-])cc1 | -35 | 0 | -1.2 | -1 | -8 | -26 | 0.5* | -1 | 0.4* | 4
CCCS(=O)(=O)c1nc(S(=O)(=O)c2ccc(C)cc2)c(NCc2ccc3c(c2)OCO3)s1 | 5 | 4 | -0.2 | x | -7 | -1 | 90 | -9 | 87 | 7
Cc1cc(C)n(Cc2cccc(F)c2)c(=O)c1C#N | -22 | -2 | -2.1 | 9 | -2 | -5 | 107 | 1 | 103 | 17
CN1CCN(C2OC(=O)c3ccccc32)CC1 (centres undefined) | -23 | 5 | -2.3 | -10 | -10 | -8 | 84 | 0 | 85 | 7
O=C(CSC1=Nc2ccccc2C2=NC(CC(=O)NC3CCCCC3)C(=O)N12)NCc1ccco1 (centres undefined) | -50 | 1 | -1.5 | x | -22 | -6 | 93 | -1 | 100 | 1
Cn1c(CCNC(=O)c2cccs2)nnc1SCC(=O)N1CCN(c2ccccc2)CC1 | 2 | 2 | -0.7 | 15 | 1 | -7 | 92 | 2 | 91 | 5
COc1cc(C(=O)OCCN2CCOCC2)cc(OC)c1OC | -35 | 0 | 0.0 | x | -4 | -4 | 98 | x | 116 | 5
COc1ccc(N2C(=O)CCC(C(=O)Nc3ccccn3)C2c2ccc(OC)c(OC)c2)cc1 (centres undefined) | 2 | 2 | -1.4 | 0 | 2 | -10 | 96 | x | 94 | 10
COc1ccc(-c2nc3c(=O)n(C)c(=O)[nH]c3n2CCc2ccccc2)cc1 | -22 | 2 | 0.5 | x | -5 | -11 | 121 | 0 | 96 | 18
CCCCOC(=O)Cn1c(=O)n(CC(=O)OCCCC)c2cc(C)ccc21 | -36 | 4 | -1.2 | -1 | -3 | -8 | 77 | -1 | 73 | 9
COc1ccc(-c2cnnn2-c2ccc(NC(=O)c3ccc(S(=O)(=O)N4CCCCC4)cc3)cc2)cc1 | -37 | 0 | -3.6 | x | -1 | -5 | 81 | -2 | 75 | 3
COc1ccc(C)cc1N1C(=N)/C(=C2/Nc3ccccc3S2)C(c2ccccc2)C1=O (centres undefined) | -54 | 2 | -5.3 | -32 | 6 | 26 | 1.6* | -1 | 1.7* | 4

Profiles, quoted from the list:
`COc1ccc(-c2nc3c(=O)n(C)c(=O)[nH]c3n2CCc2ccccc2)cc1` across the screens: BB579 growth dn = -22; NPY-Y2 antag = 2; MRP-1 activ = 0.5; E-sel TNF inh = x; GALR2 antag = -5; Yeast life ext = -11; HCT116 bCat-KO = 121; Phagocyt inh = 0; HCT116 PTEN-null = 96; Measles CPE = 18
`Cn1c(CCNC(=O)c2cccs2)nnc1SCC(=O)N1CCN(c2ccccc2)CC1` across the screens: BB579 growth dn = 2; NPY-Y2 antag = 2; MRP-1 activ = -0.7; E-sel TNF inh = 15; GALR2 antag = 1; Yeast life ext = -7; HCT116 bCat-KO = 92; Phagocyt inh = 2; HCT116 PTEN-null = 91; Measles CPE = 5

(next part)
mol | BB579 growth dn | NPY-Y2 antag | MRP-1 activ | E-sel TNF inh | GALR2 antag | Yeast life ext | HCT116 bCat-KO | Phagocyt inh | HCT116 PTEN-null | Measles CPE
COc1ccc(C(C(=O)Nc2ccc3c(c2)OCO3)N(C)C(=O)Cc2c[nH]c3ccccc23)cc1 (centres undefined) | -11 | 0 | -2.5 | 9 | -2 | -4 | 78 | -12 | 72 | 5
Cc1ccc(C(=O)NCCSC(C)(C)C)cc1[N+](=O)[O-] | -24 | 2 | 1.7 | -10 | 2 | -4 | 93 | 3 | 96 | 1
CCCSc1nc(NCc2ccco2)c2c3c(sc2n1)COC(C)(CC)C3 (centres undefined) | -39 | 3 | -1.8 | -50 | -3 | -11 | 69 | 0 | 68 | 8
CCCCC(CC)CNC(=O)C1CC=CCC1C(=O)O (centres undefined) | -23 | 6 | -0.5 | 18 | 3 | 10 | 97 | -2 | 98 | 6
O=C(Nc1cccc(NC(=O)c2cccnc2)c1)c1cccnc1 | -62 | 2 | -0.6 | 2 | -7 | 1 | 95 | -2 | 94 | 20
COc1ccc(N2CCN(C(=O)CSc3nnc4c(C)cc5c(C)cc(C)cc5n34)CC2)cc1 | -33 | 3 | -0.2 | -38 | -2 | -20 | 68 | 0 | 73 | 4
C=CCn1c(SCc2nc3ccccc3c(=O)[nH]2)nc2ccccc2c1=O | -44 | 8 | -5.7 | 9 | 6 | -5 | 70 | 3 | 66 | 23
COC(=O)c1ccc(COc2ccccc2/C=C(\C#N)C(=O)Nc2c(C)cccc2C)cc1 | -59 | 14 | -5.3 | 14 | 19 | 8 | 2.4* | 3 | 1.8* | 1
Cc1ccc(C)c(NC(=S)NC(NC(=O)Cc2cccc3ccccc23)C(Cl)(Cl)Cl)c1 (centres undefined) | -41 | 3 | -3.2 | -20 | 0 | -1 | 17 | x | 2.6* | 1
Cc1cc(O)c(C(C)C)cc1NC(=O)c1ccc(Cl)cc1 | -13 | 2 | 0.2 | -37 | 5 | -22 | 92 | 1 | 92 | 8
CC1=NN(C(=O)c2ccc(Cn3cc(Br)c([N+](=O)[O-])n3)o2)C(O)(C(F)(F)F)C1 (centres undefined) | -13 | 0 | -1.4 | -1 | 0 | 1 | 101 | -5 | 103 | 9
COCc1cc(C)nc(OCC(=O)N/N=C/c2ccc(OC)c(OC)c2)c1C#N | -8 | 3 | 0.5 | -2 | 1 | 1 | 97 | x | 100 | 1
Cc1noc(C)c1CSCC(=O)OCC(=O)N1CC(=O)Nc2ccccc21 | 4 | 2 | -1.2 | x | 5 | 1 | 93 | -3 | 92 | 15
CC(C)Cn1cc(C(=O)NCc2cccs2)c2c3ccccc3n(C)c2c1=O | -41 | 16 | -3.4 | -8 | 8 | -18 | 84 | -1 | 81 | 11
Cc1ccc2c(c1)NC(=O)C(CC(=O)NCc1ccc(F)cc1)O2 (centres undefined) | -11 | 1 | -1.5 | x | 1 | -9 | 90 | 0 | 87 | 11
c1ccc(-n2nnnc2-n2nnc3ccccc32)cc1 | -29 | 0 | -1.6 | -2 | 4 | -11 | 88 | 2 | 95 | 4
Cc1ccc(S(=O)(=O)c2nc(Nc3ccccc3)sc2Cl)cc1 | -29 | 3 | -2.4 | -17 | 6 | -7 | 29 | -7 | 36 | 7
COc1ccc(/C=N/NC(=O)c2ccc(C)cc2)cc1CN1CCN(c2ccc(F)cc2)CC1 | -35 | 3 | -3.8 | -33 | -6 | -12 | 67 | -5 | 66 | 7
COc1ccc(S(=O)(=O)N2CCc3ccccc32)cc1C(=O)OCc1c(C)noc1C | -52 | -1 | -2.3 | -21 | 0 | -4 | 83 | 0 | 77 | 20
CC1=C/C(=N\Nc2ccccc2[N+](=O)[O-])CC(C)(C)C1 | -43 | -3 | -2.3 | -31 | 0 | -1 | 83 | -6 | 81 | 17
O=C(CN1C(=O)c2ccccc2C1=O)Nc1ccc(-c2nc3ccccc3o2)cc1 | -12 | 1 | 1.2 | -31 | -7 | -18 | 92 | 2 | 90 | 6
COC(=O)CNC(c1ccccc1)c1cc(C)ccc1NS(=O)(=O)c1ccc(C)cc1 (centres undefined) | -36 | 8 | 0.6 | 14 | -2 | 0 | 90 | 1 | 83 | 4
CNC(=O)C1C(=S)NC(N)=C(C#N)C1c1ccccc1 (centres undefined) | -16 | 5 | -5.8 | 10 | 5 | -2 | 0.5* | x | 1.0* | 10
O=C(NCc1cccs1)c1ccc2c(c1)ncn2C1CCCC1 | -9 | -3 | 0.5 | x | -7 | -5 | 103 | 0 | 109 | 2
C=CCn1c(SCC(=O)Nc2cccnc2Cl)nnc1-c1ccc(Cl)cc1 | 0 | 2 | -2.1 | x | 13 | -6 | 88 | -10 | 87 | 40
COc1ccc(CCNC(=O)c2n[nH]c(=O)c3ccccc23)cc1 | -30 | 1 | -1.4 | -30 | -8 | -12 | 103 | 2 | 98 | 16
CN(CC(=O)N1CCN(c2ccccn2)CC1)S(=O)(=O)c1ccccc1 | -14 | 0 | -1.9 | 0 | 7 | 8 | 103 | -4 | 103 | 4
CC(=O)Nc1ccc(C(=O)OCC(=O)NC(=O)NC(C)(C)C)cc1 | 14 | 2 | 0.5 | 6 | -5 | -5 | 88 | -1 | 93 | 12
COc1cc(/C=N/NC(=O)CNC(=O)c2cccs2)ccc1O | -40 | -2 | -1.2 | x | -6 | -1 | 104 | -7 | 99 | 6
CCCCNC(=O)c1ccccc1NC(=O)CN(c1ccccc1)S(=O)(=O)N(C)C | -3 | 8 | -1.2 | 15 | -3 | -2 | 97 | -2 | 105 | 3
COc1cccc(OC)c1-c1nnc(-c2cn(C)c3ccccc23)o1 | -28 | 4 | -2.3 | 16 | 1 | 3 | 101 | -2 | 93 | 4
COc1ccc(OC)c2[nH]c(=O)c(CCNC(=O)c3ccc(S(=O)(=O)N4CCCCC4)cc3)cc12 | -44 | 2 | -1.1 | -29 | -1 | -8 | 88 | 2 | 79 | 5

By substructure: the entries above with a thiophene ring, fused or not (six)
mol | BB579 growth dn | NPY-Y2 antag | MRP-1 activ | E-sel TNF inh | GALR2 antag | Yeast life ext | HCT116 bCat-KO | Phagocyt inh | HCT116 PTEN-null | Measles CPE
O=c1c2sccc2n(Cc2cc(=O)n3ccccc3n2)c(=O)n1-c1ccccc1 | -11 | -1 | -1.0 | -14 | 7 | -1 | 100 | -8 | 107 | 10
Cn1c(CCNC(=O)c2cccs2)nnc1SCC(=O)N1CCN(c2ccccc2)CC1 | 2 | 2 | -0.7 | 15 | 1 | -7 | 92 | 2 | 91 | 5
CCCSc1nc(NCc2ccco2)c2c3c(sc2n1)COC(C)(CC)C3 (centres undefined) | -39 | 3 | -1.8 | -50 | -3 | -11 | 69 | 0 | 68 | 8
CC(C)Cn1cc(C(=O)NCc2cccs2)c2c3ccccc3n(C)c2c1=O | -41 | 16 | -3.4 | -8 | 8 | -18 | 84 | -1 | 81 | 11
O=C(NCc1cccs1)c1ccc2c(c1)ncn2C1CCCC1 | -9 | -3 | 0.5 | x | -7 | -5 | 103 | 0 | 109 | 2
COc1cc(/C=N/NC(=O)CNC(=O)c2cccs2)ccc1O | -40 | -2 | -1.2 | x | -6 | -1 | 104 | -7 | 99 | 6
